# Rab7 wt modul – alters GTP binding to wildtype dog Rab7. GTP binding activity (percent of control), % at 10 µM. 190,000 tested, 0.055% active. GST-Rab7 beads, fluorescent GTP binding, flow cytometry; actives lie on both sides; untreated = 100%, excess cold GTP = 0%;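 active means fluorescent GTP binding to Rab7 beads changed by at least 20 points from the 100% baseline, either direction, mostly lower; inconclusive means compound itself probably fluorescent, or too few beads counted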;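 further: median green fluorescence of bound Bodipy-FL-GTP per Rab7 bead population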
# Mcl1 Noxa PPI – disrupts binding of human Mcl-1 to Noxa peptide; Q07820; TR-FRET Mcl-1/Noxa peptide binding, 2 h; inhibition, % at 21.7 µM; 220,000 tested, 1.5% active;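 active means compounds that cut the protein-peptide binding signal by more than 50% relative to plate controls in a single-dose test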;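 further: His-tagged Mcl-1 with rhodamine Noxa BH3 peptide and terbium anti-His antibody; 0% = Mcl-1 plus Noxa peptide wells and 100% = peptide-only wells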
# Target sequence (Q07820 whole entry, looked up): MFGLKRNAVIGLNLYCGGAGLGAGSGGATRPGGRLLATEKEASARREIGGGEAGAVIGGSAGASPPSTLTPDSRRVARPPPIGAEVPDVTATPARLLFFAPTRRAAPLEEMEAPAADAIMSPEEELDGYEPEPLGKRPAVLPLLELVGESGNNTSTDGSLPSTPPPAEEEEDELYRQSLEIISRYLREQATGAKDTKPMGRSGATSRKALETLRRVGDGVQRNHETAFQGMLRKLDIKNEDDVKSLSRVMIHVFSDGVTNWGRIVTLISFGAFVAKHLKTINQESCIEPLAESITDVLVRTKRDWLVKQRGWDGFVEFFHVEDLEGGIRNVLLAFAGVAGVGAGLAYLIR
# Pf gametocyte – inhibitors of late stage P. falciparum gametocyte viability; inhibition, % at 10.9 µM; AID 743093; P. falciparum stage V gametocytes, ATP luminescence, 24 h; 150,000 tested, 0.065% active;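 active means inhibition above the mean plus 3 SD of compounds within the control limits, set per campaign, cut at about 38% in these data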;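 further: 0% = DMSO wells and 100% = medium only without gametocytes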
# Bim-Mcl-1 – disrupts Bim peptide binding to human Mcl-1; Bead-based flow cytometry, Bim peptide-Mcl-1 binding; Q07820; AID 1009; inhibition, % at 10 µM; 190,000 tested, 0.1% active; in the data active means inhibition above about 40%;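 further: 0% = no compound tracer wells and 100% = peptide blocker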
# Rac1 wt modul – modulators of human Rac1 wildtype GTP binding; P63000; GST-Rac1 beads, fluorescent GTP binding, flow cytometry; actives lie on both sides; 0 = cold GTP competed, 100 = untreated; GTP binding activity (% of control), % at 10 µM; 190,000 tested, 0.27% active; AID 757;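 active means GTP binding activity at least 20 points away from the 100% control level, either lower or higher; inconclusive means compound flagged as likely green fluorescent, judged across all proteins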
# Rac1 act GTP bind – alters GTP binding to activated mutant human Rac1; 190,000 tested, 0.11% active; GST-Rac1 activated beads, fluorescent GTP binding, flow cytometry; actives lie on both sides; 100% means binding = to untreated wells; P63000; percent activity (GTP binding), % at 10 µM;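 active means GTP binding at least 20 percentage points away from the 100% baseline, in either direction, so actives lie on both sides; inconclusive means Compound likely fluorescent itself, or too few beads counted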
# Rab2 wt GTP – changes GTP binding to wildtype dog Rab2A, up or down; P61105; GST-Rab2 wt beads, Bodipy-GTP binding, flow cytometry; GTP binding activity, % at 10 µM; 190,000 tested, 0.19% active; AID 760;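 active means GTP binding activity at least 20 points away from 100%, either lowered or raised; inconclusive means signal likely due to the compound's own green fluorescence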;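 further: 0% = beads with excess unlabeled GTP and 100% = no-compound control corrected for plate trend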
# HRas wt GTP bind – modulators of GTP binding to human HRas wildtype. P01112. 190,000 tested, 0.14% active. GST-Ras wt beads, Bodipy-FL-GTP binding, flow cytometry; actives lie on both sides. GTP binding activity, % at 10 µM;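 active means GTP binding activity at least 20% away from the 100% baseline, either lowered as inhibitor or raised as activator; inconclusive means flagged as likely green fluorescent, judged across all proteins in the well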;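 further: 0% = unlabeled GTP competition control and 100% = no-compound control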
# Target sequence (P01112 whole entry, looked up): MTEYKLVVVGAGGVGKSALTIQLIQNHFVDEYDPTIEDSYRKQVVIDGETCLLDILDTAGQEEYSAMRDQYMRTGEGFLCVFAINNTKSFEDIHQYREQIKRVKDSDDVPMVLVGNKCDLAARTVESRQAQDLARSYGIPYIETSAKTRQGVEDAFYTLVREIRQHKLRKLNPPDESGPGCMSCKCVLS
# Avidin fluor – avidin bead compound fluorescence profile. Avidin beads, compound fluorescence 488/530 nm, flow cytometry; hits give high values. fluorescence (KMESF) at 10 µM. 220,000 tested, 0.38% active. AID 1775; in the data active means fluorescence above about 47; further: inactives centre near 10
# Mcl1-Bid inh – disrupts binding of human Mcl-1 to Bid peptide | TR-FRET Mcl-1/Bid-Dy647 peptide binding, 1536-well | inhibition, % at 21.7 µM | 220,000 tested, 0.97% active;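 active means compounds that cut the binding signal by more than half at the single screening dose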;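 further: His-tagged Mcl-1 with europium anti-His antibody binding Bid BH3 peptide; 0% = Mcl-1 plus peptide wells and 100% = peptide-only wells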
# Cdc42 wt GTP – human Cdc42 wildtype GTP binding change, either direction; GST-Cdc42 beads, Bodipy-GTP binding, flow cytometry; actives lie on both sides; percent activity (GTP binding), % at 10 µM; 190,000 tested, 0.2% active; AID 761;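 active means percent activity GTP binding at least 20 points away from the 100% baseline, either down as inhibitor or up as activator; inconclusive means compound flagged as likely green fluorescent from well-wide comparison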;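 further: median bead fluorescence of bound Bodipy-FL-GTP at 100 nM; 0% = excess unlabeled GTP control and 100% = no compound control; below 100% means less GTP binding so inhibitor and above means activator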
# Target sequence (P60953 whole entry, looked up): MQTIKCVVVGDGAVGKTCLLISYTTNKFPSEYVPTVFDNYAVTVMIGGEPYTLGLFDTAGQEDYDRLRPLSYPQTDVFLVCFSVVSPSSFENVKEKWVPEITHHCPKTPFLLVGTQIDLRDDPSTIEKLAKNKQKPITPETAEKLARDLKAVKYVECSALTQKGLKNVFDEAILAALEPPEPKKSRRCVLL
# An asterisk follows results filed as active; ? = inconclusive; · = not tested or not shown; [ ] = another dose, or the depositor's remark. Compounds as they come; 2.7% or so of the library scored in one or more.
# Results follow in this order: Rab7 wt modul	Mcl1 Noxa PPI	Pf gametocyte	Bim-Mcl-1	Rac1 wt modul	Rac1 act GTP bind	Rab2 wt GTP	HRas wt GTP bind	Avidin fluor	Mcl1-Bid inh	Cdc42 wt GTP
(1) CCOc1ccc(NC(=O)C(c2ccccn2)N(C(=O)CCl)c2ccc(F)cc2)cc1 (configuration not stated)
  103	17	·	-5	104	103	101	105	2	-9	101
(2) CCCN(CC(=O)Nc1c(C)cccc1CC)C(=O)SCC
  99	-14	·	-1	99	97	102	103	12	2	103
(3) CCc1cc(C(=O)N=Nc2c(O)[nH]c3ccc([N+](=O)[O-])cc23)c2ccccc2n1
  97	92*	-15	-1	91	92	89	93	4	-48	93
(4) Cc1cc(Cn2ccnc2)c(C)cc1Cn1ccnc1
  98	7	·	-3	108	104	108	108	12	6	111
(5) O=C(C1CCCN(S(=O)(=O)c2cnc[nH]2)C1)N(CCc1ccccc1)Cc1ccccc1 (configuration not stated)
  100	9	·	-1	101	97	98	99	5	-13	100
(6) O=C(CCCC(=O)OCC(F)(F)C(F)F)Nc1nccs1
  96	8	·	2	106	102	101	103	7	-19	107
(7) O=Cc1ccc(-n2cc(C=O)c3ccccc32)cc1
  105	2	9	1	94	92	94	98	14	-8	96
(8) N=C1C(c2nc3ccccc3s2)=C(O)CN1NC(=O)c1c[nH]c2ccccc12
  98	20	·	-1	106	101	103	101	13	-1	102
(9) CCn1c(CNC(=O)COc2ccc(C(C)C)cc2)nnc1SCC(=O)Nc1cc(F)ccc1C
  99	16	·	-2	103	100	98	104	24	-48	103
(10) NC(=O)c1cc(N2C(=O)C=CC2=O)ccc1Cl
  96	68*	·	0	99	96	97	98	6	-54	98
(11) O=C(CN1CCC(O)(c2ccc(F)cc2)CC1)NCc1ccc(F)cc1
  95	5	·	0	99	98	97	97	7	-12	99
(12) Cc1cc2c(cc1C)N(CC(=O)N1CCCC1)C(=O)CC(c1ccccc1)=N2
  99	24	·	2	107	103	100	102	5	8	105
(13) COc1ccc(CNC(=S)NCc2ccc(OC)cc2)cc1
  107	9	-3	-2	108	99	105	104	13	-32	104
(14) CCOC(=O)C1=C(O)/C(=C\c2ccc(CNS(=O)(=O)c3ccc(Br)cc3)o2)N=C1C
  102	57*	0	-1	102	98	99	99	13	-65	101
(15) CCOC(=O)C1=C(Cn2cnc3ccccc32)NC(=O)NC1c1ccc(Cl)cc1 (configuration not stated)
  97	13	·	-1	100	98	99	103	10	27	100
(16) CC1CCc2sc(C(=O)N/N=C/c3ccc([N+](=O)[O-])cc3)cc2C1 (configuration not stated)
  102	14	0	-1	104	101	99	101	13	45	104
(17) CC1=CN2C(=N)/C(=C/c3cn(CCCOc4ccccc4C)c4ccccc34)C(=O)N=C2S1
  99	5	11	-5	106	101	99	101	14	-2	104
(18) Cc1cc(C)n(CCc2nc3c4ccccc4n(CC#N)c(=O)n3n2)n1
  98	-6	·	-5	109	100	104	103	14	-23	106
(19) CC(C)C(=O)Nc1nnc(SCC(=O)Nc2ccc3c(c2)OCCO3)s1
  108	17	19	-1	96	90	96	93	9	-21	93
(20) Cc1c(NC(=O)C2CCCNC2=O)c(=O)n(-c2ccccc2)n1C (configuration not stated)
  91	·	14	-7	90	91	91	93	11	-9	91
(21) COc1ccc(NC(=O)c2n[nH]c(=O)c3ccccc23)cc1S(=O)(=O)N1CCCCC1
  99	-5	12	-6	103	99	98	100	22	-11	103
(22) S=C(NCc1ccccc1)N1CCn2cccc2C1c1cccnc1 (configuration not stated)
  97	3	2	0	97	95	96	98	11	-24	98
(23) Cn1c(-c2ccccc2)c(CCO)c2ccccc21
  101	2	·	0	105	101	103	102	35	-8	103
(24) C/C=C/c1ccccc1OCc1ccc(C(=O)OC)o1
  100	-8	-3	-4	99	100	102	101	7	0	100
(25) c1coc(-c2nc3nc4ccccc4n3nc2-c2ccco2)c1
  101	20	·	-3	107	98	98	103	10	-28	106
(26) C=CCNC(=O)c1ccccc1NC(=O)COc1ccccc1
  109	1	-5	12	98	98	101	99	11	-27	100
(27) COc1ccc(-c2cc(=O)oc3cc(OCC(C)=O)ccc23)cc1
  98	-1	0	-1	103	100	96	100	13	-19	101
(28) N#Cc1ccccc1CN1C(=O)S/C(=C/c2cccn2-c2ccc(C(=O)O)cc2)C1=O
  98	10	-5	1	98	95	99	99	11	-18	98
(29) CN(C)CCN(C(=O)c1ccc(S(=O)(=O)N(C)C)cc1)c1nc2cc3c(cc2s1)OCCO3
  109	6	-9	-2	100	96	98	99	6	-16	95
(30) COC(=O)C1=C(N)N(c2ccccc2F)C2=C(C(=O)CC(C)(C)C2)C1c1ccc(OC)c(OC)c1 (configuration not stated)
  97	-5	12	-5	101	96	97	96	6	-75	99
(31) CCOc1cccc(NC(=O)C2CC(=O)NC(=Nc3ccccc3)S2)c1 (configuration not stated)
  101	11	-3	0	99	97	98	98	15	-14	99
(32) CC(=O)Nc1ccc(C(=O)NC2CCCC2)cc1
  97	10	·	-1	104	101	99	100	14	-20	102
(33) CCN(CC)C(=O)Cc1c(OC)ccc2cc(Br)ccc12
  92	8	-11	0	101	100	99	96	11	-27	104
(34) CCn1nnc(-c2ccccc2NS(=O)(=O)c2ccc(S(=O)(=O)N(C)C3CCCCC3)cc2)n1
  102	2	12	0	97	96	100	100	16	-8	98
(35) Cc1ccccc1CS(=O)(=O)Cc1ccc(C(=O)NCCCN2CC(C)CC(C)C2)o1 (configuration not stated)
  108	-3	-28	-3	104	96	105	103	11	-20	100
(36) CN1CCN(CC(=O)O)CC1
  104	15	6	0	108	94	101	105	10	-12	103
(37) CC1CC(C)(C)N(C(=O)CSc2ccc(-c3ccc(F)cc3)nn2)c2ccccc21 (configuration not stated)
  94	-6	·	-1	94	94	96	98	24	-15	97
(38) Cc1ccc(CNC(=O)CCS(=O)(=O)c2ccc(Br)cc2)cc1
  95	5	11	-1	101	97	98	99	8	-90	99
(39) CCO[C@H]1OC(C(=O)NCc2nc3ccccc3[nH]2)=C[C@@H](C2CC2)[C@@H]1CCCO
  104	7	1	-1	99	97	98	99	5	-3	97
(40) CN1CCN(/C(=N\S(=O)(=O)c2ccc(F)cc2)c2ccccc2)CC1
  96	2	0	2	100	95	94	95	25	-3	93
(41) N#Cc1cccnc1Nc1ccc(Cl)cc1
  102	9	-2	0	100	96	99	97	9	-15	97
(42) COc1ccc(C(C(=O)OC(C)CN(C)C)c2ccccc2)cc1 (configuration not stated)
  103	20	22	-2	107	100	102	102	34	5	101
(43) S=c1[nH]nc(-c2cccs2)n1/N=C/c1c(Cl)cccc1Cl
  89	56*	2	-7	85	85	87	89	10	-10	88
(44) O=C(c1cccnc1)N(Cc1ccccc1)C1(C(=O)Nc2ccccc2)CCCCC1
  102	-7	·	-1	98	95	98	98	3	-3	96
(45) O=C(Cn1cc([N+](=O)[O-])cn1)Nc1ccn(Cc2c(F)c(F)c(F)c(F)c2F)n1
  98	25	·	-2	99	97	98	99	10	3	101
(46) CCN1C(=O)c2cccc3c(Cl)ccc(c23)C1=O
  93	12	-12	-4	98	94	95	95	10	-21	96
(47) COc1ccc(C(=O)CSc2cc(C)nc(SCC(=O)c3ccc(C)cc3)n2)cc1
  95	8	·	-7	103	98	99	100	3	-7	96
(48) Nc1cc(=O)[nH]c(SCc2nnc(-c3ccccc3)o2)n1
  102	4	-5	-1	102	98	101	102	14	-50	101
(49) Cc1ccc(Nc2nc(CSc3nnc(-c4cccnc4)n3-c3ccccc3C)cs2)cc1
  90	10	4	27	98	98	98	97	13	-48	97
(50) Cc1ccc(S(=O)(=O)/C(C#N)=C/c2c(N3CCN(C)CC3)nc3c(C)cccn3c2=O)cc1
  96	34	-22	-5	98	100	95	96	12	-31	98
(51) COc1ccccc1C1=NNC(=NCc2ccccc2)SC1
  108	22	·	-3	99	101	102	104	7	-13	99
(52) Cc1ccc(C(=O)NNC(=O)CSc2nnc3c(n2)[nH]c2ccc(C)cc23)cc1
  ?	4	·	0	?	?	?	?	29	32	?
(53) Cc1ccc(NC(=O)c2ccco2)c([N+](=O)[O-])c1
  101	5	21	1	99	96	98	97	3	-9	98
(54) Cc1ccc(F)cc1NC(=S)NCCc1ccccc1
  101	13	-10	-5	100	99	95	99	4	-54	99
(55) Cn1ncc(Br)c1C(=O)Nc1ccc(Br)cn1
  101	-3	11	-3	105	101	102	101	4	-5	103
(56) CN(C(=O)Cn1cc(C#N)c2ccccc21)c1ccccc1
  106	13	·	1	102	97	100	100	9	-32	99
(57) CCn1c(COc2ccc(=O)n(-c3ccccc3)n2)nnc1SCc1ccc(OC)cc1
  96	5	-22	1	100	93	98	99	9	-16	98
(58) Cc1nc(NC(=O)c2ccc(Cl)cc2)nc2cc3c(cc12)OCO3
  98	-8	9	-3	100	102	101	100	12	-24	99
(59) O=C(CSCc1ccc(Cl)cc1)NCc1ccccn1
  98	7	-4	-1	103	100	98	100	4	-37	100
(60) CN(C(=O)CSc1ncc(C(F)(F)F)cc1Cl)c1c(N)n(Cc2ccccc2)c(=O)[nH]c1=O
  105	23	·	-1	97	97	99	99	21	5	97

# Carrying on:
# Results follow in this order: Rab7 wt modul	Mcl1 Noxa PPI	Pf gametocyte	Bim-Mcl-1	Rac1 wt modul	Rac1 act GTP bind	Rab2 wt GTP	HRas wt GTP bind	Avidin fluor	Mcl1-Bid inh	Cdc42 wt GTP
(61) CN(Cc1cccc(F)c1)C(=O)c1ccc(S(=O)(=O)C(F)F)cc1
  99	-14	-27	2	101	97	96	99	7	-1	98
(62) O=C(c1c[nH]c2ccccc12)N1CCN(Cc2ccccc2)CC1
  89	4	-4	1	98	96	95	96	12	-3	96
(63) CCOC(=O)N1CCN(S(=O)(=O)c2ccc(C(=O)NNc3nc4c(C)cccc4s3)cc2)CC1
  98	-56	·	0	101	98	97	100	·	-26	100
(64) CCOC(=O)CSc1nc2ccsc2c(=O)n1C1CCN(C(=O)OCC)CC1
  105	9	·	-2	102	98	103	103	26	-21	104
(65) Cc1ccc(C(C(=O)NCc2ccco2)N(C(=O)Cn2nnc3ccccc32)c2ccccc2)o1 (configuration not stated)
  97	12	-1	-1	96	94	96	98	10	5	98
(66) COC(=O)c1c(-c2ccccc2)csc1N1C(=O)Nc2ccccc2N1O
  92	15	0	1	94	91	89	91	20	-2	91
(67) COc1cc(OC)cc(C(=O)NC(=S)N2CCCCCC2)c1
  96	10	·	-2	104	98	100	102	10	-21	103
(68) CCCCCN(C(=O)NC(=O)Nc1ccc(C)cc1)S(=O)(=O)c1ccccc1
  97	17	1	4	99	98	96	97	5	-35	102
(69) COC(=O)C1=C(C)NC(=O)/C1=C\c1cc(C)n(-c2c(C)cccc2C)c1C
  112	27	·	-8	113	110	123*[activator]	122*[activator]	10	-35	121*[activator]

# Screens: PubChem BioAssay, several laboratories
